Screening results from PubChem BioAssay.
Salmonella PhoP GFP – PhoP-dependent GFP reporter repression – Salmonella Typhimurium, primary screen (AID 1863); S. Typhimurium PhoP-regulated promoter GFP reporter, 4 h; higher % means a stronger effect; 300,000 tested, 0.16% active; inhibition, % at 50 µM, or IC50 in µM where a hit was titrated;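 active = inhibition over 29.93%, a cutoff 3 SD above the screen mean, later confirmed by dose response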;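 note: 0% = low Mg2+ inducing control and 100% = high Mg2+ repressing control; strong numbers were not always called active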
Myeloid diff 2 – myeloid differentiation induction. AID 624256. ER-HoxA9 myeloid progenitors, lysozyme-GFP differentiation, flow cytometry. 360,000 tested, 1% active. calls only at 10 µM;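 active = normalized GFP-positive differentiation at or above the plate's own cutoff, the solvent-only control mean plus 3 SD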;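 note: cells exposed to compound for four days before flow analysis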
NOD2 inhibition – inhibition of NOD2-driven NF-kB reporter – cell-based, luminescence, uHTS, HEK293 (AID 1566). HEK293 NOD2/NF-kB luciferase reporter, luminescence; higher % means a stronger effect. inhibition, % at 4 µM; hits with a dose series show EC50 in µM. 290,000 tested, 0.63% active; note: many of its hits are not listed in these tables
KOR beta-arrestin-1 – kappa opioid receptor activators – cell-based, luminescence, uHTS, primary screen (AID 1777). KOR beta-arrestin recruitment, luminescence; higher % means a stronger effect. activation, % at 10 µM, or EC50 in µM where a hit was titrated. 280,000 tested, 0.02% active; in the data active = activation above about 50%, passing the limit was not always enough; note: a part of the inactive calls stands beside numbers as strong as those of hits
NOD1 NF-kB reporter – NOD1 signaling inhibitors, primary screen, cell-based, luminescence, uHTS (AID 1578); NOD1-driven NF-kB luciferase reporter cells, luminescence; higher % means a stronger effect; inhibition, % at 4 µM; hits with a dose series show EC50 in µM; 290,000 tested, 1% active; in the data active = inhibition mostly above about 36%, no sharp cut-off; inactive = mostly below about 34%;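 note: HEK-293T reporter cells stimulated with the NOD1 agonist gamma-tri-DAP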
KOR beta-arrestin-2 – kappa opioid receptor blockers – cell-based, luminescence, uHTS (AID 1778). KOR beta-arrestin recruitment, luminescence, antagonist mode; higher % means a stronger effect. one-dose inhibition, % at 10 µM; IC50 in µM for titrated hits. 290,000 tested, 0.091% active; note: strong numbers were not always called active
Siah-1 displacement – blockers of Siah-1 interaction with plectin peptide – biochemical, fluorescence polarization, rhodamine-plectin, uHTS, primary screen (AID 1817); Siah-1 / rhodamine-plectin peptide fluorescence polarization; higher % means a stronger effect; one-dose displacement, % at 20 µM; IC50 in µM for titrated hits; 290,000 tested, 0.02% active;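 active = displacement of at least 50% at 20 µM, with a fluorescence ratio check between 0.3 and a set limit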;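 note: plate controls were Siah plus tracer with DMSO for no effect and tracer alone without Siah for full effect; strong numbers were not always called active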
LYP phosphatase – inhibitors of LYP phosphatase, biochemical, fluorescence intensity, uHTS (AID 1779). recombinant LYP phosphatase, fluorescence intensity; higher % means a stronger effect. 290,000 tested, 0.054% active. inhibition, % at 11.5 µM, or IC50 in µM where a hit was titrated;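 note: plate controls were vehicle with enzyme for no effect and no enzyme for full effect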
HIV fusion peptide – cell-free HIV fusion peptide-binding blockers – biochemical, uHTS, fluorescence dequenching, primary screen (AID 1986) | inhibition, % at 20 µM, or IC50 in µM where a hit was titrated | cell-free peptide binding, fluorescence dequenching, 30 min; higher % means a stronger effect | 290,000 tested, 0.3% active; in the data active = inhibition mostly above about 52%, no sharp cut-off; inactive = mostly below about 76%; note: some results filed as inactive read as strong as hits
Myeloid diff 2 GFP+ MAC1+ % – second read-out of Myeloid diff 2, no call of its own (marks repeat the call); GFP+ MAC1+ double positive, %; measured here: differentiation confirmed by MAC1 staining
An asterisk follows results filed as active; i = inactive; / = not tested or not shown; [ ] = another dose, or the depositor's remark. Cut-off read from the data, not from the text of the source, unless noted: active = inhibition above about 50%; inactive = the rest. Only part of the results is shown. The share of hits here may be higher or lower than overall.

SMILES	Salmonella PhoP GFP	Myeloid diff 2	Myeloid diff 2 GFP+ MAC1+ %	NOD2 inhibition	KOR beta-arrestin-1	NOD1 NF-kB reporter	KOR beta-arrestin-2	Siah-1 displacement	LYP phosphatase	HIV fusion peptide
COc1ccc(-n2c(-c3ccc(Br)cc3)c[n+]3c2CCC3)cc1	0%	i	0.0	10%	4.5%	19%	-26%	-3%	-4%	-1.7%
COc1ccc(C(=O)NC2CC3CCCC(C2)N3Cc2ccccc2)cc1OC (stereo not given)	11%	i	0.5	4%	-3.0%	-10%	15%[20 µM]	-1%	-14%	-0.7%
CCOc1ccc(NC(=S)NC(=O)/C=C/c2ccc(OC)c(OC)c2)c([N+](=O)[O-])c1	-7%	i	0.1	5%	-1.3%	11%	-177%	-1%	-4%	-3.1%
O=C(CN1CCN(c2ccccc2F)CC1)c1ccc2c(c1)OCO2	-8%	i	0.6	-5%	20%	-2%	-19%	-1%	-5%	-0.2%
CC(=O)c1ccc(OCCCC(=O)NCCc2ccc(C(F)(F)F)cc2)cc1	6%	i	0.3	-18%	0.2%	16%	-29%	0%	-6%	-2.2%
CCN(CC)S(=O)(=O)c1ccc(N=NC2=C(O)CC(C)(C)CC2=O)cc1	21%	i	0.1	15%	4.2%	-4%	-16%	13%	1%	-1.3%
CCC(=O)NCc1ccc2[nH]c(C)cc2c1	7%	i	0.2	10%	1.0%	-21%	-26%	-3%	1%	0.9%
COCCCNc1oc(-c2cccs2)nc1S(=O)(=O)c1ccc(C)cc1	-1%	i	0.5	13%	-2.4%	-11%	-3%[20 µM]	0%	4%	0.0%
O=C(O)c1cc(S(=O)(=O)N(Cc2ccccc2)c2ccc(Cl)cc2)ccc1Cl	3%	i	0.8	14%	2.2%	2%	-5%	2%	-4%	19%
Cc1cccc(Nc2nc(OCC#N)nc(N(C)C)n2)c1	6%	i	1.5	9%	-1.2%	-11%	3%	-4%	-7%	-0.2%
FC(F)(F)c1cccc(NC(=S)N2CCN(c3cccc(C(F)(F)F)c3)CC2)c1	-6%	i	0.6	26%	2.1%	9%	-6%	-1%	-4%	0.1%
COc1ccc(NC(=O)CN(c2ccc(Cl)cc2)S(C)(=O)=O)cc1OC	-2%	i	0.3	3%	-6.3%	-19%	14%[20 µM]	2%	-3%	0.3%
CSCC[C@H](NC(=O)Nc1ccc(C)cc1)C(=O)O	123µM*	i	7.3	1%	9.7%	-6%	1%	-2%	0%	-1.3%
Cc1cc(=O)n2nc(-c3ccccc3)sc2n1	2%	i	1.2	-41%	-0.3%	-37%	15%	-1%	0%	-0.3%
Cc1cccc(Nc2nc3c(c(=O)n(C)c(=O)n3C)n2Cc2ccccc2)c1	-6%	i	1.0	7%	36%	-11%	13%	-2%	2%	-2.7%

One compound at a time, as listed above. Order of screens: Salmonella PhoP GFP, Myeloid diff 2, Myeloid diff 2 GFP+ MAC1+ %, NOD2 inhibition, KOR beta-arrestin-1, NOD1 NF-kB reporter, KOR beta-arrestin-2, Siah-1 displacement, LYP phosphatase, HIV fusion peptide
Cc1cccc(Nc2nc(OCC#N)nc(N(C)C)n2)c1 across the screens: 6%, i, 1.5, 9%, -1.2%, -11%, 3%, -4%, -7%, -0.2%
COc1ccc(-n2c(-c3ccc(Br)cc3)c[n+]3c2CCC3)cc1 across the screens: 0%, i, 0.0, 10%, 4.5%, 19%, -26%, -3%, -4%, -1.7%
CSCC[C@H](NC(=O)Nc1ccc(C)cc1)C(=O)O across the screens: 123µM*, i, 7.3, 1%, 9.7%, -6%, 1%, -2%, 0%, -1.3%
O=C(O)c1cc(S(=O)(=O)N(Cc2ccccc2)c2ccc(Cl)cc2)ccc1Cl across the screens: 3%, i, 0.8, 14%, 2.2%, 2%, -5%, 2%, -4%, 19%
COCCCNc1oc(-c2cccs2)nc1S(=O)(=O)c1ccc(C)cc1 across the screens: -1%, i, 0.5, 13%, -2.4%, -11%, -3%[20 µM], 0%, 4%, 0.0%

Part of the list above in order of formula weight, lowest first.
SMILES	Salmonella PhoP GFP	Myeloid diff 2	Myeloid diff 2 GFP+ MAC1+ %	NOD2 inhibition	KOR beta-arrestin-1	NOD1 NF-kB reporter	KOR beta-arrestin-2	Siah-1 displacement	LYP phosphatase	HIV fusion peptide
Cc1cc(=O)n2nc(-c3ccccc3)sc2n1	2%	i	1.2	-41%	-0.3%	-37%	15%	-1%	0%	-0.3%
COc1ccc(C(=O)NC2CC3CCCC(C2)N3Cc2ccccc2)cc1OC (stereo not given)	11%	i	0.5	4%	-3.0%	-10%	15%[20 µM]	-1%	-14%	-0.7%
O=C(O)c1cc(S(=O)(=O)N(Cc2ccccc2)c2ccc(Cl)cc2)ccc1Cl	3%	i	0.8	14%	2.2%	2%	-5%	2%	-4%	19%

Further compounds
SMILES	Salmonella PhoP GFP	Myeloid diff 2	Myeloid diff 2 GFP+ MAC1+ %	NOD2 inhibition	KOR beta-arrestin-1	NOD1 NF-kB reporter	KOR beta-arrestin-2	Siah-1 displacement	LYP phosphatase	HIV fusion peptide
COc1ccc(N=Cc2c(O)n(-c3cccc(C)n3)c(=O)c3ccccc23)cc1	2%	i	0.2	-10%	0.2%	-15%	-24%	-5%	6%	1.5%
O=[N+]([O-])c1ccccc1S(=O)(=O)Nc1ncccn1	-3%	i	0.4	-4%	-6.2%	-1%	-24%	0%	-8%	1.0%
Cc1ccc(NC(=O)CC2Oc3ccc(C)cc3NC2=O)cc1 (stereo not given)	-1%	i	2.0	-23%	-6.7%	9%	39%	-4%	2%	-0.7%
CN(C(=O)c1cc2n(n1)C(C(F)(F)F)CC(c1ccco1)N2)c1ccc(OC(F)(F)F)cc1 (stereo not given)	3%	i	1.0	0%	1.2%	-9%	-8%	2%	5%	-0.6%
CCCCNC(=O)CSc1nc2ccccc2n1S(=O)(=O)c1ccc(Cl)cc1	-3%	i	0.2	-9%	-2.7%	-20%	9%	11%	-7%	0.8%
C/C(=N\NS(=O)(=O)c1ccccc1)c1cc(Cl)cc(Cl)c1O	-6%	i	0.3	26%	4.6%	7%	-48%	13%	2%	22%
Cc1c(NC(=O)Cc2ccccc2)cccc1C(=O)NN1C(=O)c2ccccc2C1=O	9%	i	0.1	-3%	-4.5%	-29%	-3%	1%	-3%	-0.4%
COc1ccccc1CN(Cc1nc2ccccc2c(=O)[nH]1)C(=O)Nc1ccc(C)cc1	11%	i	20	-10%	1.2%	-10%	-1%	3%	-6%	-0.6%
Clc1ccc(Nc2ccc(NCc3ccccc3)nn2)cc1	66%	i	1.0	12%	8.3%	-54%	/	0%	1%	8.2%
CC(=O)c1cc(NC(=O)c2ccc(Cl)cc2)c(=O)oc1/C=C/N(C)C	-1%	i	1.0	3%	-2.2%	-12%	-56%	-4%	7%	31%
Cc1cc(Br)cn2cc(C(=O)O)nc12	-12%	i	0.5	17%	2.2%	-14%	0%	8%	-6%	0.8%
COc1cc(COc2ccc3c(C)c(Cc4ccccc4)c(=O)oc3c2)cc(OC)c1OC	-3%	i	0.0	14%	-0.6%	30%	-8%	-2%	2%	-0.9%
Nc1cc(-c2ccc(Cl)cc2)nn1S(=O)(=O)c1ccc(Cl)cc1	3%	i	1.9	-20%	4.9%	-12%	-34%	3%	-5%	-0.2%
Cn1c(SCC(=O)NCCN2C(=O)CSC2=O)nnc1-c1ccccc1	-3%	i	0.4	6%	-1.2%	-22%	-31%	6%	-5%	0.1%
Cc1ccnc(NC(=O)CCC(=O)N(CC(=O)NCc2ccc(F)cc2)Cc2ccco2)c1	3%	i	1.8	-8%	2.0%	-7%	-24%	7%	-8%	-0.6%
COc1ccc(CCN(Cc2cc3ccc(C)cc3n3nnnc23)C(C)=O)cc1OC	6%	i	0.4	0%	-0.8%	-24%	7%	0%	-11%	-1.4%
COc1cc2cc(Br)cc(Br)c2nc1C	-1%	i	0.8	6%	2.6%	38%	-8%	-6%	-7%	2.5%
Cc1[nH]nc2c1/C(=N/O)CC(c1ccccc1)C2 (stereo not given)	13%	i	2.1	0%	2.4%	29%	-36%	-3%	-6%	0.4%
CCN1c2ccccc2NC2N=C(OC)C(c3ccccc3)C21 (stereo not given)	-1%	i	1.2	16%	/	30%	-15%	-11%	1%	-3.4%
Cc1ccc(S(=O)(=O)N2c3ccccc3OCC2C(C)(C)C)cc1 (stereo not given)	-3%	i	1.2	1%	-5.4%	-13%	30%	2%	4%	0.1%
COc1ccc(CN(CC2CCC(C(=O)O)CC2)C(=S)Nc2cc(C)ccc2C)cc1 (stereo not given)	4%	i	0.5	-2%	-3.8%	18%	-4%	7%	0%	-2.1%
COc1ccc(N2C(=O)CC(N3CCN(C(=O)c4ccco4)CC3)C2=O)cc1 (stereo not given)	-3%	i	0.2	6%	/	-32%	-37%[20 µM]	2%	-7%	-0.3%
Cc1cc(C)cc(NC(=O)CCNS(=O)(=O)c2cc(Br)cnc2N)c1	4%	i	1.9	9%	-7.9%	-17%	-5%	3%	-11%	2.6%
COc1ccc(C(=O)NC(=S)Nc2ccccc2N2CCCCC2)cc1[N+](=O)[O-]	-5%	i	0.8	9%	3.9%	-10%	18%	-2%	3%	0.7%
O=C(NCCNS(=O)(=O)c1ccccc1Cl)c1cc(OCC(F)(F)F)ccc1OCC(F)(F)F	-9%	i	0.9	-3%	3.9%	7%	-29%	-1%	-3%	0.3%
COc1ccccc1/C=C1\Cc2ccccc2C1=O	-1%	i	0.1	-18%	5.0%	-3%	14%	4%	-3%	1.2%
COc1ccccc1-c1nnc(NC(=O)c2ccc(S(=O)(=O)N(C)CC3CCCO3)cc2)o1 (stereo not given)	-3%	i	0.7	20%	4.7%	2%	-4%	-2%	-8%	1.9%
CCn1c(SCc2nc3scc(-c4ccccc4)c3c(=O)[nH]2)nnc1-c1ccc(Cl)cc1	-11%	i	0.2	15%	59%	-34%	-28%	3%	-1%	2.3%
Cc1nn(Cc2ccccc2)c(C)c1/C=N/NC(=O)CNc1cccc(C(F)(F)F)c1	13%	i	0.1	-2%	2.9%	-36%	13%	-4%	6%	-2.7%
O=C(Nc1ccc(-c2cn3ccsc3n2)cc1)C1COc2ccccc2O1 (stereo not given)	25%	i	1.0	31%	1.2%	0%	-11%	6%	-4%	0.8%
O=C(O)c1cc(-c2ccc(O)cc2)nc2ccccc12	-1%	/	/	4%	-5.5%	-18%	21%	3%	-8%	46%
COc1ccc(C)cc1NC(=O)c1cnc2n(c1=O)CCS2	-7%	i	5.6	17%	1.9%	-16%	0%	13%	-4%	-1.4%
Cc1ccc(C(=O)N/N=C/c2cc(C)n(-c3ccc(Br)cc3)c2C)cc1[N+](=O)[O-]	5%	i	1.7	7%	-2.4%	-2%	-32%	-7%	2%	-2.4%
CCCCN1C(=O)C(=O)N(CC(=O)Nc2cc(OCC)c(N3CCOCC3)cc2OCC)C1=O	-6%	i	1.3	9%	-1.2%	-19%	-18%	6%	3%	-2.5%
Cc1ccc(OC(=S)Nc2ccccc2)c(C)c1	3%	i	0.6	-1%	11%	-28%	-14%	-3%	-1%	1.6%
Cc1cc(C(=O)N2CCc3c([nH]c4ccccc34)C2c2c(F)cccc2Cl)no1 (stereo not given)	0%	i	1.0	-6%	-4.7%	-15%	-15%	9%	-1%	-1.1%
Cc1cccc(N=Nc2c(O)[nH]c3ccc(Br)cc23)c1	4%	i	1.2	-54%	-4.7%	-15%	44%	6%	-4%	14%
